Assay outcomes from PubChem.
FadD28 binding = inhibitors of FadD28 bisubstrate probe binding, primary screen, biochemical, fluorescence polarization, single point | Mycobacterium tuberculosis FadD28 fatty-acid-AMP ligase | inhibition, % at 12.5 µM | actives 0.22% (n = 360,000); in the data active = inhibition above about 8.5%, passing the limit was not always enough; inconclusive = no clear call, values can overlap the other calls
PfHsp40 yeast = rescue of yeast from PfHsp40 toxicity, primary screen, S. cerevisiae, ATP luminescence. S. cerevisiae expressing PfHsp40, growth rescue. growth rescue, % at 12.5 µM. actives 0.68% (n = 340,000); in the data active = growth rescue above about 28%, passing the limit was not always enough; inconclusive = no clear call, values can overlap the other calls;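 note: yeast W303a lacking pdr1 and pdr3 grown in galactose medium; growth measured after three days at 30 °C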
BoNT-F LC inh = BoNT/F light chain protease inhibitors, primary screen, biochemical, flow cytometry, MLPCN library; Botulinum neurotoxin type F light chain protease (Clostridium botulinum); Multiplex microsphere protease cleavage assay; inhibition, % at 10 µM; actives 0.22% (n = 360,000); in the data active = inhibition above about 35%, passing the limit was not always enough; inconclusive = no clear call, values can overlap the other calls; note: plate controls were buffer without enzyme for full effect and enzyme alone for no effect
Anthrax LF inh2 = Bacillus anthracis LF protease inhibitors, primary screen, biochemical, multiplex microsphere, MLPCN library. Lethal factor (Bacillus anthracis), P15917. inhibition, % at 10 µM. multiplex microsphere protease cleavage assay. actives 0.12% (n = 360,000); note: plate controls were buffer without enzyme for full effect and enzyme alone for no effect
TcdB GH inh = TcdB glycohydrolase inhibitors, primary screen, biochemical, single point, plate reader; TcdB glycohydrolase enzymatic assay; inhibition, % at 9.99 µM; actives 0.24% (n = 350,000); AID 652162, 2013; in the data active = inhibition above about 10%
PrPC surface inh = inhibitors of human cell surface prion protein PrPC, primary screen, cell-based, TR-FRET; Major prion protein (Homo sapiens), P04156; inhibition, % at 13.8 µM; TR-FRET read-out; AID 720596, 2013; actives 0.43% (n = 370,000); in the data active = inhibition above about 24%; note: 0% = median of the test wells and 100% = reference compound wells
CCHF vOTU inh = CCHFV vOTU protease inhibitors, primary screen, biochemical, Pep-AMC substrate, fluorescence. Crimean-Congo hemorrhagic fever virus L polyprotein viral ovarian tumor (vOTU) protease …. inhibition, % at 11.5 µM. actives 0.55% (n = 370,000). AID 651958, 2012; in the data active = inhibition above about 30%; note: 0% = vehicle wells with enzyme and 100% = no enzyme wells
Yp Topo-I inh = Yersinia pestis topoisomerase I inhibitors, primary screen, biochemical, cleavage product accumulation, plate reader, single point. actives 0.064% (n = 360,000). activity, % at 10 µM. Y. pestis Topo-I cleavage product accumulation. DNA topoisomerase I (Yersinia pestis CO92); in the data active = activity above about 50%, passing the limit was not always enough; inconclusive = no clear call, values can overlap the other calls; note: inactives centre near 2
BoNT A protease = BoNT/A light chain protease inhibitors, primary screen, biochemical, flow cytometry, MLPCN library. AID 588499, 2011. multiplex microsphere protease substrate cleavage. inhibition, % at 10 µM. actives 0.17% (n = 360,000); note: plate controls were buffer without enzyme for full effect and enzyme alone for no effect
Starred values were filed as active, the others as inactive; ? = inconclusive; . = not tested or not shown. Cut-off read from the data, not from the text of the source, unless noted: active = inhibition above about 30%; inconclusive = no clear call, values can overlap the other calls; inactive = below that. Compounds as they come; any-hit rate near 2.3%.

SMILES	FadD28 binding	PfHsp40 yeast	BoNT-F LC inh	Anthrax LF inh2	TcdB GH inh	PrPC surface inh	CCHF vOTU inh	Yp Topo-I inh	BoNT A protease
CC(=O)N1CCN(Cc2nc3cc(NC(=O)c4ccc(F)cc4)ccc3n2C)CC1	-3.8	-0.7	2	-5	1.5	6	0	0	-0.4
O=C(Nc1ccccc1)c1cc(C2CCCN(C(=O)CCc3ccccc3)C2)on1 (configuration not stated)	-3.9	.	4	10	-5.3	11	7	28	-0.6
Cc1cc(=O)n2c3ccccc3n(CC(O)CN3CCN(Cc4ccccc4)CC3)c2c1C#N (configuration not stated)	-3.6	1.7	?	-12	2.3	-4	-7	35	1.4
CCOc1cccc(Nc2ccc([N+](=O)[O-])cn2)c1	-2.3	0.1	?	-10	2.1	-17	-3	-2	-0.6
Cc1c(Nc2nc3ccccc3nc2N2CCN(c3ccccc3)CC2)c(=O)n(-c2ccccc2)n1C	-2.1	0.5	0	-6	.	1	0	4	0.3
CCN=c1scc(-c2ccco2)n1/N=C/c1ccc(OC)c(O)c1	9.4*	2.9	-4	-2	-2.9	-13	3	4	?
CCOC(=O)C1(Cc2cccc(OC)c2)CCN(CC=C(C)C)CC1	-3.5	0.5	-1	4	0.2	3	9	-2	-0.7
O=C1C(SC(F)(F)C(F)F)=C(C(F)(F)F)OC2C3C=CC(C3)C12 (configuration not stated)	-2.6	0.5	-6	-2	.	0	21	7	-0.1
CC1(C)Cc2c(sc3nc(C4CCCCC4)n(N)c(=O)c23)CO1	-0.5	0.4	?	-14	1.3	0	-10	11	4.4
CCC1(c2ccc(F)cc2)NC(=O)NC1=O (configuration not stated)	-4.1	-0.6	2	-7	0.7	-3	2	-2	-1.3
CSc1nc2c(c(=O)[nH]1)CCCC2	-2.2	7.5	-12	-5	.	-6	10	2	0.0
CCOc1cnn(Cc2ccccc2)c(=O)c1SCc1ccccc1	-1.2	0.0	15	3	.	0	-16	9	1.5
CCCCn1c(N)c(N(CC(C)C)C(=O)c2cccc(S(=O)(=O)N(C)c3ccccc3)c2)c(=O)[nH]c1=O	-2.9	0.5	-3	0	0.8	4	1	8	1.2
Cc1cc(Cl)ccc1NNC(N)=S	-0.9	1.7	-10	-9	0.3	4	4	0	0.2
COCCOc1cc(NC(=O)CS(=O)(=O)CC(=O)N(C)C)c(Cl)cc1Cl	0.7	-0.1	-2	-3	0.6	-2	-6	-1	-1.4
CCOC(=O)N1CCN(C(=O)CN(C2CCCCC2)S(=O)(=O)c2ccc(C)cc2)CC1	-3.1	-1.0	3	2	.	5	1	24	0.1
CCOC(=O)c1c(C)[nH]c(C(=O)OCC(O)=C(C#N)c2nc3ccccc3[nH]2)c1C	-1.7	-1.0	2	4	1.6	-5	0	-4	1.2
CCS(=O)(=O)N1Cc2ccccc2CC1C(=O)N(C)Cc1ccc(OC)cc1OC (configuration not stated)	-1.6	-0.7	-2	-1	1.2	-3	6	5	-1.5
CCOC(=O)N1CCN(C(=O)C2CCN(C(=O)c3cc4sccc4n3CC)CC2)CC1	-1.7	-1.2	-1	0	-0.1	3	10	12	-0.6
CN(c1nc(-c2ccc(Br)cc2)cs1)C1CCS(=O)(=O)C1 (configuration not stated)	-4.0	0.1	-5	-5	2.7	-3	-5	18	-0.8
CC1CCN(Cc2nnnn2CCCC(=O)NCCN2CCOCC2)CC1	-2.9	-1.1	-15	-9	0.0	-2	-4	-8	-0.7
CCCOC(=O)CCCCCCCCC(O)CN1CCCCC1 (configuration not stated)	-3.5	-0.2	-3	-4	-0.3	-6	1	1	-0.7
CC(C)CCN(C(=O)Nc1ccccc1)C(C)c1cccs1 (configuration not stated)	-2.9	2.5	-5	-3	.	6	-4	22	-1.2
O=c1[nH]c2ccc(S(=O)(=O)NCc3ccccn3)cc2s1	-4.2	0.7	-3	-15	.	6	-8	-7	-0.7
Cc1ccc(C)c(NC(=O)CSc2nccn2Cc2ccco2)c1	-4.0	-1.0	-4	1	0.8	10	-7	13	4.6
O=C(CSc1nnc(NC(=O)c2c(F)cccc2F)s1)NCc1ccccc1	-0.4	0.0	-3	4	0.3	-4	11	5	0.4
Cc1cccc(S(=O)(=O)NC(=O)C2(C)CCN2C(=O)C2(c3ccc(Cl)cc3)CC2)c1 (configuration not stated)	-0.5	.	-4	-3	-5.6	8	14	2	-0.5
COc1cc(OC)c(C(=O)CCC(=O)O)cc1OC	-0.7	-0.1	18	-1	.	-5	-15	3	1.8
O=C(CCNc1n[nH]c(=O)[nH]c1=O)N/N=C/c1ccc(Cl)cc1	-1.5	1.1	-1	4	-0.3	7	8	-1	0.1
O=C(NN=Cc1cccc2ccccc12)C1CC1	-3.6	-0.9	-6	2	-0.4	3	21	5	-0.8
COc1ccccc1NC(=O)CSc1nnc(C2CCCCC2)n1C	-0.8	0.6	1	-8	.	3	-4	7	0.3
Cc1nn(-c2ccccc2)c2sc(-c3nnc(SCC(=O)O)o3)cc12	-15	2.3	-6	2	2.2	12	-32	8	1.3
CCc1nc2cc(Cl)c(Cl)cc2[nH]1	-4.2	-0.7	1	-1	.	-5	-11	-10	?
Cc1ccc(N=C2NC(=O)/C(=C\c3ccco3)S2)cc1	-3.7	3.2	-5	1	.	3	16	-1	1.1
COc1ccccc1N(CC(=O)NC(C)(C)C)S(=O)(=O)c1cccs1	-0.1	-0.1	-2	1	0.2	0	-8	2	-0.1
O=C(CN1CCOCC1)N/N=C/C(Br)=C\c1ccccc1	0.1	1.3	-2	-2	-0.4	-14	-1	6	0.6

Some values from the results shown:
For Anthrax LF inh2, `CCOC(=O)N1CCN(C(=O)C2CCN(C(=O)c3cc4sccc4n3CC)CC2)CC1` is listed with 0
For CCHF vOTU inh, `COCCOc1cc(NC(=O)CS(=O)(=O)CC(=O)N(C)C)c(Cl)cc1Cl` is listed with -6
For PfHsp40 yeast, `COc1ccccc1N(CC(=O)NC(C)(C)C)S(=O)(=O)c1cccs1` is listed with -0.1

Other records follow.
SMILES	FadD28 binding	PfHsp40 yeast	BoNT-F LC inh	Anthrax LF inh2	TcdB GH inh	PrPC surface inh	CCHF vOTU inh	Yp Topo-I inh	BoNT A protease
COCc1c(C(=O)OC/C(O)=C(\C#N)c2nc3ccccc3[nH]2)oc2ccccc12	-0.3	0.2	1	2	0.5	-8	-8	-1	-0.2
CN1C(=O)CSc2ccc(NC(=O)N3CCN(c4ccccc4)CC3)cc21	-1.4	-0.4	-2	0	0.5	-3	-8	9	0.0
COc1ccc(CNC(=O)Cn2cc([N+](=O)[O-])cn2)cc1	1.2	-1.0	20	-9	1.4	4	1	9	-0.7
COc1ccc(-n2c(=S)[nH]c3cc(C(=O)Nc4cc(OC)c(OC)c(OC)c4)ccc3c2=O)c(OC)c1	-0.7	1.3	7	-5	1.1	8	1	4	0.0
Cc1ccc([N+](=O)[O-])cc1NC(=O)Nc1ccc(S(N)(=O)=O)cc1	-0.9	1.6	-3	-11	-1.2	-17	-13	-4	-3.8
CCN(CC)C(=O)C(C)N(C#N)c1nc(Cl)nc(N(C)C)n1 (configuration not stated)	-0.3	-1.3	-3	-2	0.6	4	-9	-1	0.8
Cc1ccc(OCCOCCN2CCCC2)c(Br)c1	1.0	-0.3	?	-24	0.0	-3	-8	3	-5.2
COc1cccc(NC(=O)COC(=O)Cc2ccccc2[N+](=O)[O-])c1	0.8	-0.9	-4	-3	-1.9	3	5	4	0.7
COc1cc2c(cc1NC(=O)c1cccc(S(=O)(=O)N(C)C)c1)oc1ccccc12	-0.3	-0.1	-6	-4	.	-10	-17	-1	0.6
CC1CCc2[nH]c3ccc(C(=O)N(C)CC(=O)Nc4cccc(F)c4)cc3c2C1 (configuration not stated)	-2.3	4.7	-4	-1	0.2	8	5	-4	2.7
CSc1nnc(C2CCN(CC(=O)Nc3ccccc3N3CCOCC3)CC2)n1C(C)C	-3.9	-0.2	-16	2	1.6	0	5	11	0.6
CC(=O)NC1CC2CCCC(C1)N2C(=O)Nc1ccc(Cl)c(C(F)(F)F)c1 (configuration not stated)	-5.1	0.0	15	-2	.	0	-9	-7	1.4
COc1ccccc1N1CCN(Cc2ccc(OC)c3ccccc23)CC1	-4.2	-0.7	-3	-2	1.2	.	.	14	?
COc1ccc([N+](=O)[O-])cc1N(CC(=O)O)S(C)(=O)=O	-2.1	18	-4	1	-0.5	4	7	3	-0.5
COc1cccc(CN2C(=O)C3(C(C#N)=C(N)OC4=C3C(=O)CCC4)c3ccccc32)c1 (configuration not stated)	-4.8	0.0	-2	-1	2.2	4	-13	-9	0.4
CC1(c2ccc3c(c2)OCO3)NC(=O)N(CC(=O)c2ccc[nH]2)C1=O (configuration not stated)	-3.8	0.6	-2	2	0.7	-5	9	0	2.9
Cc1c(C(=O)Oc2ccc(F)cc2)sc2ncn(Cc3cccc(F)c3)c(=O)c12	-2.8	-1.3	-7	-2	1.6	-1	5	0	-1.7
O=S(=O)(CCNCc1ccco1)NC1CCCCC1	-2.3	-0.1	-4	-5	1.2	0	-6	3	-0.7
CC1C/C(=N/N=C2/NC(=O)CS2)CC(C)(C)C1 (configuration not stated)	-2.0	0.7	-6	-8	.	2	12	3	-0.4
CC1(C)CC(=O)C(=CN2CCN(C(=O)c3ccco3)CC2)C(=O)C1	0.1	?	8	0	-7.4	5	-4	-1	1.3
CCCCN(C(=O)c1cccc(S(=O)(=O)N2CC(C)OC(C)C2)c1)c1c(N)n(CCCC)c(=O)[nH]c1=O (configuration not stated)	1.1	-1.4	3	3	1.1	0	-12	6	0.3
CCCNC(=O)N1[C@H]2CC[C@@H]1C(C(=O)OC)=C(c1ccc(F)cc1F)C2	-2.7	-1.0	-8	3	0.6	4	2	-3	-0.1
COc1cc2ccccc2cc1-c1nnc(COc2ccccc2)o1	-0.3	-0.7	-4	4	2.2	5	10	15	0.8
COc1ccc(C2C(C(=O)NCC3CCCO3)CCC(=O)N2c2ccc3c(c2)OCO3)cc1 (configuration not stated)	-3.9	1.8	20	6	.	3	-8	2	2.4
CCOC(=O)C(NC(C)=O)C(OC(C)=O)c1cccc([N+](=O)[O-])c1 (configuration not stated)	0.7	-1.6	-2	-3	.	-8	4	1	-1.8
O=C(Nc1nccs1)c1ccc(Br)c(S(=O)(=O)N2CCOCC2)c1	1.5	-0.5	-8	-2	.	-2	-9	3	-0.4
COc1cc(/C=C2\SC(=S)N(NC(=O)c3ccccc3OC)C2=O)ccc1O	-1.5	-2.9	18	20	-0.1	11	22	-3	23
CCCCCCCSc1nsc(N)n1	-1.3	3.9	-9	0	.	7	3	13	-1.1
Cc1cccc(NC(=O)c2oc3ccc(S(=O)(=O)N4CCOCC4)cc3c2C)c1C	-1.2	0.0	2	-2	.	4	7	8	1.0
Cc1ccc(C(=O)N(CC(=O)Nc2sc(C)c(C)c2C(N)=O)C2CCCC2)cc1	4.3	-1.0	-11	6	0.4	5	5	33	0.1
O=C1C=C(c2cc3ccccc3s2)C[C@@H](c2ccc3c(c2)OCO3)C1	0.5	0.0	-13	-8	0.2	-1	1	9	-0.3
CCn1nc(C(=O)OCC(=O)N2CC(=O)Nc3ccccc32)c2ccccc2c1=O	-0.1	-0.7	-2	-1	0.7	-5	5	9	-0.9

An excerpt of these results, with bars between the fields.
Compound | FadD28 binding | PfHsp40 yeast | BoNT-F LC inh | Anthrax LF inh2 | TcdB GH inh | PrPC surface inh | CCHF vOTU inh | Yp Topo-I inh | BoNT A protease
O=C(Nc1nccs1)c1ccc(Br)c(S(=O)(=O)N2CCOCC2)c1 | 1.5 | -0.5 | -8 | -2 | . | -2 | -9 | 3 | -0.4
COc1cc(/C=C2\SC(=S)N(NC(=O)c3ccccc3OC)C2=O)ccc1O | -1.5 | -2.9 | 18 | 20 | -0.1 | 11 | 22 | -3 | 23
CCCCCCCSc1nsc(N)n1 | -1.3 | 3.9 | -9 | 0 | . | 7 | 3 | 13 | -1.1
